LEDGF integ inh = blocks HIV-1 LEDGF/p75-dependent DNA integration. TR-FRET IN-LEDGF/p75 DNA integration, Eu/Cy5. inhibition, % at 3.7 µM. 370,000 tested, 0.64% active. AID 743269;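 active = inhibition above the screen-wide mean plus 3 SD, cut at about 13% in these data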;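 also: signal is the Cy5 over europium emission ratio at 671 and 618 nm; 0% = plate median of compound wells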
ADAM10 inh = inhibitors of human ADAM10 | O14672 | recombinant ADAM10, EDANS/DABCYL FRET peptide cleavage, 3 h | inhibition, % at 7 µM | 370,000 tested, 0.62% active | AID 720582;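 active = inhibition above a per-campaign cutoff equal to the mean of compounds falling between control-based bounds plus 3 SD, cut at about 20% in these data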;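 also: 0% = DMSO wells while the 100% control is not disclosed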
TDP2 absorb = TDP2 (human) inhibition, absorbance primary screen; O95551; inhibition, % at 12.8 µM; 370,000 tested, 0.34% active; recombinant TDP2, T5PNP hydrolysis, p-nitrophenol absorbance 415 nm;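 active = inhibition above the mean of all tested compounds plus 3 SD, set per campaign, cut at about 25% in these data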;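 also: 0% = DMSO with enzyme and 100% = buffer with substrate but no TDP2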
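Assay system: Recombinant human TDP2 | Quantity: 120 nM TDP2 per well | Incubation: 2 h at 37 °C | Signal: Epi absorbance | Evaluation: Percent inhibition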
Tn6 DDE FP = disrupts Tn6 cyclic peptide binding to fibrin D-Dimer-E complex. Fibrin DD(E) TRITC-Tn6 fluorescence polarization displacement. 370,000 tested, 0.21% active. inhibition, % at 8.3 µM. P02675. AID 720509;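 active = inhibition above a per-campaign cutoff: mean of compounds within control limits plus 3 SD, cut at about 15% in these data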;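 also: 0% = median of all compound wells on the plate and 100% = blocking peptide control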
ARFGAP1 inh = inhibits rat ARF GTPase activating protein 1; AID 651572; Arfgap1-stimulated ARF1 GTP hydrolysis, GDP FP detection; inhibition, % at 16.5 µM; 360,000 tested, 0.26% active;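 active = inhibition above a per-plate limit, mean inhibition of low control wells plus 3 SD, cut at about 25% in these data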;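 also: 0% = DMSO wells with enzyme and 100% = wells lacking Arfgap1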
Target sequence (Q62848 1-136 limits assumed): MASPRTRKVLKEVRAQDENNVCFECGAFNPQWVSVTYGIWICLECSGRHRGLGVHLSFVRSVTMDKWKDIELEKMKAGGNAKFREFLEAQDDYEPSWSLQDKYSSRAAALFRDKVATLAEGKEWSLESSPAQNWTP
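Assay system: purified rat His6-Arfgap1 residues 1-136 (GAP domain); Reagent: human Δ17 ARF1 bound to GTP; Dosing: 16.5 µM single point, 1.26% DMSO; Times: GTP hydrolysis reaction 2 h at 25 °C; Signal: FP, GDP Alexa 633 tracer displaced from anti-GDP antibody, 620/688 nm; Measure: % inhibition from polarization.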
KLK7 zymogen act = activates the human kallikrein-7 zymogen; P49862; purified proKLK7, EDANS-DABCYL substrate fluorescence; 100% is mature enzyme control, 0% vehicle; activation, % at 7 µM; 370,000 tested, 0.9% active;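 active = activation above the mean of all tested compounds plus 3 SD, computed per campaign excluding outliers beyond control limits, cut at about 13% in these data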
Target sequence (P49862 whole entry, looked up): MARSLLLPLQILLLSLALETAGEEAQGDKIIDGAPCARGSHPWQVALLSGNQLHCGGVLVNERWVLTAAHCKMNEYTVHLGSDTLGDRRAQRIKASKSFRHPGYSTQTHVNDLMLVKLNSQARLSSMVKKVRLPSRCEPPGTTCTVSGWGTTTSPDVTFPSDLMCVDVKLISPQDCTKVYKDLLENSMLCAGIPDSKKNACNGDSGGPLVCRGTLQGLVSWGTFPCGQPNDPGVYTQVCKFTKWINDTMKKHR
DDE Tn7 FP inh = disrupts Tn7 cyclic peptide binding to fibrin D-Dimer-E complex; P02675; FP displacement of FITC-Tn7 peptide from fibrin DD(E); 0% = median of compound wells per plate; inhibition, % at 8.3 µM; 370,000 tested, 0.13% active; AID 720508;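 active = inhibition above the mean of compounds falling within the control limits plus 3 SD of them, cut at about 14% in these data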;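 also: 0% = plate median of compound wells and 100% = 10 µM Aha-Tn7 peptide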
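Assay system: human fibrin DD(E). Input: DD(E) 2 µM final. Medium: Tris buffer with calcium and detergent, pH 7.8. Compound dosing: single point at 8.3 µM. Timing: 10 min plus 3 h, room temperature. Technique: fluorescence polarization of the labelled Tn7 tracer. Read-out: percent inhibition. Replicates: singlicate testing.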
PLC-gamma1 inh = blocks human PLC-gamma1 enzyme activity; 370,000 tested, 0.84% active; inhibition, % at 12.2 µM; purified PLC-gamma1, fluorogenic substrate, fluorescence; in the data active = inhibition above about 9.5%
ADAM17 inh = ADAM17 inhibition, QFRET primary screen. P78536. recombinant ADAM17, EDANS/DABCYL FRET peptide cleavage. inhibition, % at 6.95 µM. 370,000 tested, 0.83% active. AID 720648;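 active = inhibition above the mean of compounds lying between control limits plus 3 SD, set per campaign, cut at about 8.5% in these data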;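 also: 0% = DMSO-only wells as the low control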
Target sequence (P78536 215-824 limits assumed): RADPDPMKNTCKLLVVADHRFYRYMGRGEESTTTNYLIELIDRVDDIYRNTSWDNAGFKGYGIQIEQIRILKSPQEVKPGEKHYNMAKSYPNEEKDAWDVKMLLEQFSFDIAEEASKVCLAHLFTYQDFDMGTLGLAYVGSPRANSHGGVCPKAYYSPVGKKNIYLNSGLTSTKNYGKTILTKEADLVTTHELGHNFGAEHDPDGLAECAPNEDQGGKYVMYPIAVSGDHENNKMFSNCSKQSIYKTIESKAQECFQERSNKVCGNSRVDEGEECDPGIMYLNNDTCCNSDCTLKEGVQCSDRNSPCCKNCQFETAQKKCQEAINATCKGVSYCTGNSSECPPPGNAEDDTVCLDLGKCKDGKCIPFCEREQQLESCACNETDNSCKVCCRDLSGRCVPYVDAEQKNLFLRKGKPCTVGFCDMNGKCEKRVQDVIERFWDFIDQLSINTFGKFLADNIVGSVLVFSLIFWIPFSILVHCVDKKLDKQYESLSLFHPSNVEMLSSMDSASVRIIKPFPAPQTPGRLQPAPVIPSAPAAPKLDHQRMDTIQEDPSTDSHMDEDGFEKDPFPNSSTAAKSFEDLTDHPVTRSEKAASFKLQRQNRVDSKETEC
ASAP1 GAP inh = inhibitors of human ASAP1 ArfGAP activity; 360,000 tested, 0.19% active; inhibition, % at 16.5 µM; ASAP1-stimulated ARF1 GTP hydrolysis, GDP FP detection; Q9ULH1; AID 624377; in the data active = inhibition above about 25%;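 also: 0% = vehicle with enzyme and substrate and 100% = no enzyme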
Active calls of the source: *; i = inactive.

SMILES | LEDGF integ inh | ADAM10 inh | TDP2 absorb | Tn6 DDE FP | ARFGAP1 inh | KLK7 zymogen act | DDE Tn7 FP inh | PLC-gamma1 inh | ADAM17 inh | ASAP1 GAP inh
CCOC(=O)C1=C2SCCN2C(=O)C(C#N)C1(C)C (centres undefined) | 4 | -6 | -8 | 0 | 2 | -0.3 | 0 | 1 | -4 | -2
CCN=c1scc(C)n1/N=C/c1ccc(O)c(O)c1O | 52* | 3 | -3 | 1 | 6 | -0.5 | 0 | -8 | 5 | -3
Cc1c(Nc2nc3ccccc3nc2NS(=O)(=O)c2ccccc2)c(=O)n(-c2ccccc2)n1C | -2 | -3 | 6 | -3 | 5 | 0.5 | 1 | -61 | -2 | -9
CCN1C(=O)N[C@@H](c2cccc(C(F)(F)F)c2)[C@H](C(=O)OC)[C@H]1C | 2 | 6 | -9 | 7 | -5 | 0.7 | -3 | 3 | 1 | -3
CCCCNC(=O)C1(C)CCN1C(=O)c1ccc(C)c(F)c1 (centres undefined) | 1 | -3 | -2 | -3 | 15 | 0.1 | -1 | -3 | -5 | 3
CC(C)CNC(=O)c1nc(-c2ccccc2)n(-c2ccccc2)n1 | -1 | -5 | -3 | 0 | -12 | 0.1 | 3 | -1 | 0 | 0
O=C(CSc1nc(N2CCCCC2)nc(N2CCCCC2)n1)N1CCN(c2ccccc2)CC1 | 2 | 0 | 0 | -3 | -4 | -0.7 | -3 | 8 | 5 | 6
Cc1cc(C(=O)NN=C(Cc2ccccc2)Cc2ccccc2)c(C)o1 | -1 | 2 | 9 | -2 | -2 | 0.4 | 0 | 0 | 1 | 3
COc1cccc(C(=O)Nc2cc(Cl)c(O)c(Cl)c2)c1 | 1 | 9 | -6 | -5 | 4 | 0.8 | 1 | 5 | -2 | -6
CCCCOc1ccc(C(NC(=O)OCC)NC(=O)OCC)cc1 | -1 | 3 | 10 | -2 | 2 | -0.3 | -4 | 0 | 0 | -2
CC(C)(C)n1nc(C2CC2)cc1NC(=O)Nc1ccc(Cl)cc1 | 3 | 0 | -10 | -1 | -12 | -0.4 | 7 | 2 | 1 | -4
O=C(NCc1ccccc1Cl)c1ccncc1 | 0 | -2 | -16 | 4 | 3 | 0.1 | 1 | -1 | -4 | 8

Of the compounds above, 2 contain fluorine:
SMILES | LEDGF integ inh | ADAM10 inh | TDP2 absorb | Tn6 DDE FP | ARFGAP1 inh | KLK7 zymogen act | DDE Tn7 FP inh | PLC-gamma1 inh | ADAM17 inh | ASAP1 GAP inh
CCN1C(=O)N[C@@H](c2cccc(C(F)(F)F)c2)[C@H](C(=O)OC)[C@H]1C | 2 | 6 | -9 | 7 | -5 | 0.7 | -3 | 3 | 1 | -3
CCCCNC(=O)C1(C)CCN1C(=O)c1ccc(C)c(F)c1 (centres undefined) | 1 | -3 | -2 | -3 | 15 | 0.1 | -1 | -3 | -5 | 3

Next section:
SMILES | LEDGF integ inh | ADAM10 inh | TDP2 absorb | Tn6 DDE FP | ARFGAP1 inh | KLK7 zymogen act | DDE Tn7 FP inh | PLC-gamma1 inh | ADAM17 inh | ASAP1 GAP inh
Nc1ccc(S(=O)(=O)c2ccccc2)nc1 | 2 | 2 | -1 | -2 | 5 | 0.7 | -1 | 3 | -1 | 9
O=c1c(NCCc2ccccc2)c(-c2ccccc2)c1=O | -2 | -1 | -2 | 9 | -4 | 0.4 | 7 | -1 | -4 | -8
CN(C)c1ccc(/C=C/C#N)cc1 | -6 | -91 | 13 | -5 | 0 | -0.8 | 4 | -23 | -38 | 3
COc1ccccc1OCCCC(=O)Nc1nccs1 | -1 | 1 | 7 | 3 | -5 | 0.9 | 2 | 0 | -1 | 3
COc1ccccc1CN1CC(C(=O)NCc2cnn(C)c2)CCC1=O (centres undefined) | 0 | 4 | 16 | -4 | 7 | 0.0 | 2 | -4 | 1 | 12
CCc1ccc2nc(NC(=O)c3cc(C)on3)sc2c1 | 0 | 2 | 3 | -3 | 9 | 0.2 | -3 | -25 | -5 | 15
O=C(O)C[C@@H](O)C(=O)O | -1 | -7 | 2 | 8 | -4 | 0.2 | 0 | 2 | -3 | 10
CC(C)(C)c1cc(CNC2CS(=O)(=O)C[C@@H]2O)cc(C(C)(C)C)c1O (some centres undefined) | -1 | 2 | -10 | -2 | -8 | 0.7 | -2 | 0 | -3 | 4
CCCCOc1ccccc1-c1ccccc1CN1[C@@H](C(C)C)COCCS1(=O)=O | 2 | 8 | -1 | -5 | 7 | 0.4 | -3 | 0 | 3 | 16
COC(=O)CSc1nc2c(c(-c3ccc(C)o3)c1C#N)CCCC2 | 6 | -70 | -7 | -5 | -5 | -4.0 | -6 | -43 | -20 | -2
CCOC(=O)c1[nH]c(C)c(C(=O)OCC(=O)N(Cc2ccccc2)C(C)C)c1C | 2 | 5 | 3 | -4 | -8 | -0.6 | 5 | 2 | -5 | -2
O=C(Nc1ccc(F)cc1)c1sccc1SCc1cccc(C(F)(F)F)c1 | -2 | 13 | -18 | 3 | -2 | 0.2 | -3 | -1 | 8 | -1

Records above marked active in LEDGF integ inh.
SMILES | LEDGF integ inh | ADAM10 inh | TDP2 absorb | Tn6 DDE FP | ARFGAP1 inh | KLK7 zymogen act | DDE Tn7 FP inh | PLC-gamma1 inh | ADAM17 inh | ASAP1 GAP inh
CCN=c1scc(C)n1/N=C/c1ccc(O)c(O)c1O | 52* | 3 | -3 | 1 | 6 | -0.5 | 0 | -8 | 5 | -3

(continued)
SMILES | LEDGF integ inh | ADAM10 inh | TDP2 absorb | Tn6 DDE FP | ARFGAP1 inh | KLK7 zymogen act | DDE Tn7 FP inh | PLC-gamma1 inh | ADAM17 inh | ASAP1 GAP inh
Cc1ccc(Oc2nnc(-c3cccs3)c3ccccc23)cc1C | 0 | -6 | 6 | -1 | -6 | -0.3 | 7 | -3 | 0 | -9
O=C(Nc1ccccc1)c1ccc(NCCc2ccccc2)c([N+](=O)[O-])c1 | -2 | -1 | 5 | 0 | -1 | -0.3 | 2 | 3 | 0 | -12
COCC(=O)Nc1ccc2nc3n(c(=O)c2c1)CCCCC3 | -5 | -9 | 19 | -4 | 7 | -0.3 | -2 | 1 | -6 | 3
O=C(NCCN1CCCCC1)c1cc(COc2c(F)cccc2F)on1 | 6 | -1 | -9 | -3 | -5 | 0.5 | 1 | -2 | -1 | 0
Cc1ccc(C(=O)N/C(=C\c2cccs2)C(=O)NCCCn2ccnc2)cc1C | 1 | -8 | 13 | 0 | -1 | -0.3 | -1 | 0 | -3 | -9
CCOc1ccc2nc(NC(=O)CSc3nc4cccnc4n3C)sc2c1 | 2 | 10 | -14 | -4 | -1 | 0.1 | -4 | 7 | 2 | 18
Cc1cccc(Oc2sc(C(=O)c3ccccc3)c(N)c2C#N)c1C | 3 | 7 | 1 | 2 | -5 | 0.5 | 2 | -18 | 0 | 0
COc1ccccc1N1CCN(C(=O)[C@@H]2CCCN2C2=NS(=O)(=O)c3ccccc32)CC1 | 2 | 6 | -4 | 0 | 1 | 0.2 | -8 | 3 | 3 | 10
Cc1cccc(/C(N)=N/OC(=O)C23CC4CC(CC(C4)C2)C3)c1 | 0 | -2 | 14 | -1 | 1 | -0.4 | 2 | -1 | -3 | -22
Cc1ccc(C23CC4CC(CC(NC(=O)N5CCN(C)CC5)(C4)C2)C3)cc1 | 2 | 2 | 7 | -6 | 3 | 0.3 | -3 | 0 | -3 | -8
Cc1ccc(C)c(Oc2coc3cc(OC(=O)c4cccs4)ccc3c2=O)c1 | 1 | -69 | -2 | -11 | -1 | 7.1 | -2 | -113 | -26 | 4
O=C(O)/C=C/C(=O)NCCCc1ccccc1 | 1 | 4 | 5 | -3 | 0 | 0.3 | 4 | 2 | -3 | -8

Not a retest: 4 of the compounds above.
SMILES | LEDGF integ inh | ADAM10 inh | TDP2 absorb | Tn6 DDE FP | ARFGAP1 inh | KLK7 zymogen act | DDE Tn7 FP inh | PLC-gamma1 inh | ADAM17 inh | ASAP1 GAP inh
Cc1cccc(/C(N)=N/OC(=O)C23CC4CC(CC(C4)C2)C3)c1 | 0 | -2 | 14 | -1 | 1 | -0.4 | 2 | -1 | -3 | -22
Cc1ccc(C23CC4CC(CC(NC(=O)N5CCN(C)CC5)(C4)C2)C3)cc1 | 2 | 2 | 7 | -6 | 3 | 0.3 | -3 | 0 | -3 | -8
Cc1ccc(C)c(Oc2coc3cc(OC(=O)c4cccs4)ccc3c2=O)c1 | 1 | -69 | -2 | -11 | -1 | 7.1 | -2 | -113 | -26 | 4
O=C(O)/C=C/C(=O)NCCCc1ccccc1 | 1 | 4 | 5 | -3 | 0 | 0.3 | 4 | 2 | -3 | -8

Going on with the list:
SMILES | LEDGF integ inh | ADAM10 inh | TDP2 absorb | Tn6 DDE FP | ARFGAP1 inh | KLK7 zymogen act | DDE Tn7 FP inh | PLC-gamma1 inh | ADAM17 inh | ASAP1 GAP inh
COc1ccc(-c2cc(C(=O)Nc3sc4c(c3C#N)CCCC4)c3ccccc3n2)cc1 | 3 | -365 | 4 | -5 | 0 | 9.8 | -2 | -172 | -94 | 2
CCOc1ccccc1CNC(=O)c1cc2oc3ccccc3c2n1CC | 2 | -61 | -11 | 0 | 1 | -1.7 | -11 | -1 | -5 | 8
Cn1c(NC(=O)c2ccccc2F)cc(=O)n(C)c1=O | -5 | -8 | 3 | -5 | 9 | 0.3 | 4 | 3 | -2 | 4
CN1CCc2c(c3c(n2C)CCN(C)C3c2ccc(F)cc2)C1c1ccc(F)cc1 (centres undefined) | -3 | -11 | 8 | 6 | -20 | 0.3 | 0 | -8 | -5 | 6
CNc1nnc(-c2ccc(N(C)C)cc2)s1 | -10 | i | 6 | 1 | 0 | 40* | -1 | i | i | 0
O=C(CSCc1c(Cl)cccc1Cl)NN=C1CCCC1 | 8 | 10 | -12 | -5 | -4 | -0.3 | -11 | 4 | 3 | -7
COc1ccc(C(=O)CSc2n[nH]c(-c3ccncc3)n2)cc1[N+](=O)[O-] | 0 | -4 | 6 | 6 | 1 | -0.5 | 3 | 4 | -1 | 4
O=C(Cc1ccccc1)NCc1cccnc1 | 2 | -2 | -3 | -1 | 0 | 0.2 | -3 | 2 | -1 | 12

Screening data (PubChem BioAssay)
